Pf Dd2 inh: blocks in vitro growth of P. falciparum Dd2. 120,000 compounds, 4.3% hits. P. falciparum Dd2 growth, SYBR Green, 72 h. Potency, µM (highest dose often 28.9 µM), without a hit: top-dose activity, negative = inhibition, actives largely listed as inhibitors; active means well fitted inhibition curve with a large enough effect; inconclusive means small, poorly fitted or top-dose-only effect; inactive means no such curve, though single readings can be large or run the other way;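 further: plate controls were DMSO vehicle for no effect and reference drug for full effect; nearly all actives have a fitted effect of over 65% in size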
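Readout: SYBR Green fluorescence, 485 nm excitation, 535 nm emission, after ~16 h lysis at 37C. Before that, Dd2-infected red cells (2.5% hematocrit) grew 72 h with compound, 29 uM top final concentration.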
The depositor's hits bear a star; i = inactive; ? = inconclusive; ! = not active in a repeat; [ ] = dose if it differs, or a comment. Potency means the concentration at half of the fitted maximal effect. An excerpt (hit frequency here may not be typical).

SMILES	Pf Dd2 inh
CN(C)c1ccc(-c2ccnc(N[C@H]3CO[C@H]4[C@@H]3OC[C@H]4OC(=O)NCc3ccccc3)n2)cc1	i
CC(C)NC(=O)N[C@H]1CCN2C(=O)c3cc(-c4ccccc4)ccc3NC(=O)[C@H]12	-14%[44.1 µM]
CCC(C)NC(=O)Cn1c(=O)n(CCCCCC(=O)NCc2ccccc2Cl)c(=O)c2sccc21 (configuration not stated)	?
CCc1ccc(NC(=O)C(=O)NCC(c2cccnc2)N2CCOCC2)cc1 (configuration not stated)	-11%
CCn1c(CNC(=O)c2ccc(OC)cc2)nnc1SCC(=O)Nc1ccc(OC)cc1	11%
O=C(c1ccc2nccn2c1)N1CCCC1	20%[44.1 µM]
Cc1cc(N2CCC3(CCCN(CC4CCC4)C3=O)C2)nc2ccccc12 (configuration not stated)	?
O=C1NCc2ccccc2CC12CCCN(Cc1ccncc1)C2 (configuration not stated)	-21%
N#Cc1cccc(NC(=O)CCNS(=O)(=O)c2ccc3c(c2)CCN3C(=O)C2CC2)c1	3%
COCCN1CC(CO)C2(CCN(Cc3ccc(Cl)c(F)c3)CC2)C1 (configuration not stated)	?
Cc1sc2cc(C(=O)NCC3CC3)[nH]c2c1CN1CCCCC1	?
CC(C)C[C@@H]1N[C@H](C(=O)N2CCCC2)Cc2cn(Cc3nccn3C)c3cccc1c23	?
O=C(Nc1ccc(Cl)cc1)N1Cc2[nH]cnc2C[C@H]1c1nc(-c2ccccc2)no1	?
CCc1nn(-c2ccc(F)cc2)c(Oc2ccccc2)c1CCC(=O)N1CCCC1	i
COCC(=O)N1CCN2C(=O)N(Cc3ccccc3)C(=O)[C@H]2C1	0%[44.1 µM]
FC(F)(F)CN1C2CCC1CN(c1cncc(Cl)c1)C2	-8%
Cc1[nH]ncc1CNC(=O)C1CCCCC(=O)N1Cc1ccccc1 (configuration not stated)	-1%
CC(=O)N1CC2(Cc3ccccc31)CN(C(=O)Cc1cccc(Cl)c1)C2	-14%
COC[C@@H]1CN(C(=O)c2cc(C)oc2C)C[C@H]1c1nc(C)no1	-27%
Cc1ccc(-n2c(C3CCN(C(=O)c4ccc5c(c4)OCO5)CC3)n[nH]c2=O)cc1	-24%
CCOC(=O)CCc1c(C)nc2cc(-c3cc(OC)cc(OC)c3)[nH]n2c1=O	-26%
COc1ccccc1N1CCN(S(=O)(=O)c2cc(C(=O)Nc3ccc(Oc4ccccc4)cc3)ccc2F)CC1	-26%
COc1ccccc1C(=O)N1CCc2cn(C)c3cccc(c23)C1	-26%
COc1cccc(CCc2ccccc2C(=O)N2CC[C@](C)(O)[C@H](C)C2)c1	-12%
O=C(NCc1ccc(Cl)cc1)c1ccc2c(c1)nnn2C1CCCC1	28%
COCCn1cnc2ccc(Nc3ccc(C(F)(F)F)cc3)nc2c1=O	?
CC1(C(=O)NCCCn2ccnc2)COCc2cnc(Nc3ccccc3)nc21 (configuration not stated)	i
COc1ccc(OC)c2nc(-c3cccc(Cl)c3)c(CN3CCCC(O)C3)cc12 (configuration not stated)	?
O=C(NC[C@H]1OC[C@@H](NCc2ccccc2O)[C@@H]1O)c1cccs1	i
CCOc1ccc(CC(=O)NC2CCN(c3cc(-c4ccc(Cl)cc4)[nH]n3)CC2)cc1OCC	i

In another format: 20 of the compounds above.
SMILES,Pf Dd2 inh
N#Cc1cccc(NC(=O)CCNS(=O)(=O)c2ccc3c(c2)CCN3C(=O)C2CC2)c1,3%
COCCN1CC(CO)C2(CCN(Cc3ccc(Cl)c(F)c3)CC2)C1 (configuration not stated),?
Cc1sc2cc(C(=O)NCC3CC3)[nH]c2c1CN1CCCCC1,?
CC(C)C[C@@H]1N[C@H](C(=O)N2CCCC2)Cc2cn(Cc3nccn3C)c3cccc1c23,?
O=C(Nc1ccc(Cl)cc1)N1Cc2[nH]cnc2C[C@H]1c1nc(-c2ccccc2)no1,?
CCc1nn(-c2ccc(F)cc2)c(Oc2ccccc2)c1CCC(=O)N1CCCC1,i
COCC(=O)N1CCN2C(=O)N(Cc3ccccc3)C(=O)[C@H]2C1,0%[44.1 µM]
FC(F)(F)CN1C2CCC1CN(c1cncc(Cl)c1)C2,-8%
Cc1[nH]ncc1CNC(=O)C1CCCCC(=O)N1Cc1ccccc1 (configuration not stated),-1%
CC(=O)N1CC2(Cc3ccccc31)CN(C(=O)Cc1cccc(Cl)c1)C2,-14%
COC[C@@H]1CN(C(=O)c2cc(C)oc2C)C[C@H]1c1nc(C)no1,-27%
Cc1ccc(-n2c(C3CCN(C(=O)c4ccc5c(c4)OCO5)CC3)n[nH]c2=O)cc1,-24%
CCOC(=O)CCc1c(C)nc2cc(-c3cc(OC)cc(OC)c3)[nH]n2c1=O,-26%
COc1ccccc1N1CCN(S(=O)(=O)c2cc(C(=O)Nc3ccc(Oc4ccccc4)cc3)ccc2F)CC1,-26%
COc1ccccc1C(=O)N1CCc2cn(C)c3cccc(c23)C1,-26%
COc1cccc(CCc2ccccc2C(=O)N2CC[C@](C)(O)[C@H](C)C2)c1,-12%
O=C(NCc1ccc(Cl)cc1)c1ccc2c(c1)nnn2C1CCCC1,28%
COCCn1cnc2ccc(Nc3ccc(C(F)(F)F)cc3)nc2c1=O,?
CC1(C(=O)NCCCn2ccnc2)COCc2cnc(Nc3ccccc3)nc21 (configuration not stated),i
COc1ccc(OC)c2nc(-c3cccc(Cl)c3)c(CN3CCCC(O)C3)cc12 (configuration not stated),?

(further entries)
SMILES	Pf Dd2 inh
CC(=O)N1CCC(NC[C@@H]2C=C(C)[C@H](Cc3nc4ccncc4[nH]3)C[C@H]2C(C)C)CC1	i
COC(=O)c1cc(NC(=O)[C@H](CCS(C)(=O)=O)N2Cc3ccccc3C2=O)cc(C(=O)OC)c1	?
O=C(NC1CCN(c2cc(C(F)(F)F)ncn2)CC1)c1ccco1	i
COc1ccc(C(c2c(O)cc(C)n(Cc3ccco3)c2=O)N2CCN(c3ccccc3)CC2)cc1 (configuration not stated)	i
O=C(CCC(F)(F)F)NC1CC(=O)N(CCCc2ccccc2)C1 (configuration not stated)	-16%
Cc1ccc(C)c(-n2nc(-c3c(C)nc4scc(CC(=O)NCc5ccco5)n4c3=O)cc2C)c1	i
O=C1CCN(C(=O)Nc2ccccc2F)CCCC(c2nc(-c3cccnc3)no2)CCN1 (configuration not stated)	-5%
Cc1ccc(S(=O)(=O)Nc2ccc(C)n(CC(=O)NC(C)c3ccccc3)c2=O)cc1 (configuration not stated)	-4%
O=C([C@@H]1C[C@H](F)CN1S(=O)(=O)Cc1cccc(Cl)c1)N1CCc2ccccc2C1	29%
CC(C)NC(=O)O[C@@H]1CC[C@]2(C)C(CC[C@@H](O)[C@H]2CC(=O)NCc2ccccc2)[C@]1(C)CO (some centres not stated)	-23%
Cc1ccccc1-c1noc(CNCc2nc3ccc(Cl)cc3[nH]2)n1	-5%
CN1Cc2cccn2CC1CNC(=O)c1cccc(F)c1 (configuration not stated)	?
CS(=O)(=O)Nc1ccc(C2(C(=O)NCc3ccccc3Cl)CCCCC2)cc1	-20%
CCOc1ccc(NS(=O)(=O)c2ccc3c(c2)NC(=O)CCS3)cc1	i
COC[C@@H]1CN(C(=O)c2ccc3ccccc3n2)C[C@H]1c1ccncc1	?
C=CCSC(C)C(=O)N1CCCn2nc(C(=O)OC)cc2C1 (configuration not stated)	6%
COCCC1(NC(=O)CCc2ccc(OC)cc2)CCN(C2CCOCC2)CC1	i
COCc1nc(C2CCN(C(=O)C3CCOCC3)C2)no1 (configuration not stated)	-1%
COc1ccc(C(=O)Nc2cccc(-c3nnc4n3CCCC4)c2)cc1OC	5µM*
CN(C)CCNC(=O)Cn1c(=O)c2cccn2c2ccc(F)cc21	i
O=C(O)Cn1ccc2cc(OCc3cccc(-c4ccncc4)c3)cnc21	-3%[44.1 µM]
CCn1cc2nc(SCc3cccc(C(F)(F)F)c3)n(Cc3ccc(OC)cc3)c(=O)c2n1	?
COc1cc(CN(C(=O)c2cc3ccccc3oc2=O)C2CCS(=O)(=O)C2)cc(OC)c1OC (configuration not stated)	15%
CC1=C(C(=O)N2CCN(c3cc(C)ccc3C)CC2)C2(CCC(C)CC2)OC1=O (configuration not stated)	i
COCCOCC1(CNC(=O)COc2ccccc2)C[C@@H](O)[C@@H](O)C1 (some centres not stated)	-8%[44.1 µM]
CN(C)c1cccc(C(=O)Nc2nc3ccc(S(=O)(=O)NC(C)(C)C)cc3s2)c1	11µM*
CC(=O)Nc1ccc(-c2ccc(=O)n3c2[C@@H]2C[C@@H](CN(C(=O)c4cccs4)C2)C3)cc1	-21%[44.1 µM]
COc1ccc(-c2cnc3[nH]cc(CC(=O)N4CCCC4)c3c2)cc1	?
CCOC(=O)c1ccc(CNC(=O)N2CCC3(CC2)CC(OCC)CCO3)cc1 (configuration not stated)	6%
Cc1cc(=O)n(CC(=O)Nc2ccc(F)cc2)c(-c2ccc(F)cc2)n1	i
Cc1c2cnn(CC(=O)NCc3ccc(Cl)cc3)c(=O)c2c(C)n1Cc1ccc(F)cc1	-10%
Cc1cc(NC(=O)CSc2nc(-c3ccccc3C)nc3c2c(=O)n(C)c(=O)n3C)no1	2%
COc1ccc(CCNC(=O)c2cn(C)c3ccc(S(=O)(=O)N(C)C4CCCCC4)cc3c2=O)cc1OC	?
Cc1ccc(CNC(=O)C2CCN(C(=O)c3ncn4c3COC(c3ccc(F)cc3)C4)CC2)cc1 (configuration not stated)	-24%
CC(=O)NCCCC(=O)N1CCC2(CC1)CN(S(C)(=O)=O)Cc1ccccc1O2	18%
CN1Cc2ncnc(NCc3cccnc3)c2CN(c2ccccc2)C1=O	28%
Cc1ncc2c(n1)CCCN(CC(=O)NC1CCCCCC1)C2=O	16%
COc1ccc(S(=O)(=O)N2CCOC[C@H](Oc3cnccn3)C2)cc1	-6%[44.1 µM]
CCOc1ccccc1-c1noc(-c2ncn3c2COC(c2ccc(OC)cc2)C3)n1 (configuration not stated)	?
c1ccc(-c2cc(CC3(NCc4ccncc4)COC3)no2)cc1	-6%[44.1 µM]
CCOC(=O)c1cccc(NC(=O)C2CCCN(S(=O)(=O)c3ccc4c(c3)oc(=O)n4C)C2)c1 (configuration not stated)	-8%
Cc1ccc(OCc2nc(C3CN(C(=O)c4cc5ccccc5[nH]4)C3)no2)cc1	-2%
CCNc1ncnc2sc3c(c12)CCN(C(=O)c1ccncc1)C3	?
COc1ccc(NC(=O)C2=C(C)Nc3nc(SCc4ccccc4C)nn3C2c2cc(OC)c(O)c(OC)c2)cc1 (configuration not stated)	8%
CCc1ccc(CN2CCCC(c3nnc(Cn4ccnc4)n3C)C2)nc1 (configuration not stated)	-10%
Cc1ccccc1Nc1cc(C(=O)NCCc2ccc(Cl)cc2)c2ccccc2n1	-5%
O=C1NCCCCCN(CC2CCCCC2)[C@H]2CCC[C@@H]12	-7%
Cc1noc(C)c1CC(=O)N1CCC2(CC1)N(CC1CC1)C(=O)CS2=O (configuration not stated)	1%
COc1ccc(-c2ccc3c(N)c(C(=O)Nc4cccc(C)c4)sc3n2)cc1	-13%
Cc1ccc(NC(=O)N2CCc3cc(S(=O)(=O)N4CCC(C)CC4)ccc32)cc1	7%

Further compounds follow.
SMILES	Pf Dd2 inh
CCCCCOC(=O)CSc1ncnc2c1sc1nc(N3CCOCC3)c3c(c12)CCCC3	-1%
O=C1CC2CCN(Cc3cccnc3)CC2CCN1 (configuration not stated)	10%[44.1 µM]
CC(=O)N1CCC(Cc2nc(-c3ccccc3)n[nH]2)CC1	-19%
CCC(O)c1cc2n(n1)CCN(Cc1nccn1Cc1ccccc1)C2 (configuration not stated)	-14%
CCOC(=O)c1ccc(NC(=O)c2cc3c([nH]c2=O)CC(c2ccccc2)CC3=O)cc1 (configuration not stated)	-10%
CN(C(=O)c1ccc2c(c1)OCO2)C1CCc2nn(CC3CC3)c(=O)n2CC1 (configuration not stated)	8%
CCOc1ccccc1CN1CCC2(CCN(C(=O)Cc3ccccn3)CC2)Oc2ccccc21	11µM*!
CCOc1ccc(C(=O)Nc2ccc3nc(SCC(=O)N4CCOCC4)sc3c2)cc1	8.9µM*
COc1ccccc1-c1nnc2n(CCc3ccccc3)c(=O)c3ccccc3n12	4%
Cc1nc2cc(-c3ccc(Cl)cc3)nn2c(C)c1CCC(=O)N1CCN(c2ccccc2)CC1	i
COCCN1C(=O)[C@@H]2C[C@@H](CN2Cc2cccc(OC)c2)Oc2ccccc21	10µM*
Cc1ccc2c(=O)cc(C(=O)Nc3c(C)cccc3C)oc2c1	i
O=C(NCc1nnc2n1C(C(=O)N1CCOCC1)CC2)c1cccnc1 (configuration not stated)	19%
Cc1cnc(CC2CCN(C(=O)NC(C)C)C2)n1C(C)C (configuration not stated)	-4%
COc1ccccc1CCC(=O)Nc1cccn2nc(C(C)C)nc12	10µM*
O=C(COc1ccccc1)N1CCN(C(=O)c2nnn3c2COC(c2ccccc2)C3)CC1 (configuration not stated)	?
C=CCOC(=O)C1=C(C)N(Cc2cccc(Cl)c2)C(=O)CC1c1ccccc1Cl (configuration not stated)	-24%
Cc1ccc(OCC(=O)Nc2ccc(S(=O)(=O)Nc3ncccn3)cc2)c(C(C)(C)C)c1	14%
COc1ccccc1N1CCN(C(=O)Nc2cn(CC(C)C)c(=O)c3ccccc23)CC1	45%[activator][5.79 µM]
CC(C)CCNC(=O)C1CCCN(Cc2cccnc2)CCC(=O)NCC1 (configuration not stated)	-16%
O=C(Cn1ccn2nc3c(c2c1=O)CCCC3)Nc1ccc(C(F)(F)F)cc1	-11%
O=C(NC[C@H]1O[C@@H](CO)[C@@H](O)[C@H]1N1CCN(c2cccc(C(F)(F)F)c2)CC1)c1ccc(C(F)(F)F)cc1	i
N[C@@H](Cc1cnc[nH]1)C(=O)N1CCC2(CC1)CC(=O)N(Cc1ccccc1)C2	-6%
CCOc1cc(=O)n2c(c1C(=O)Nc1cc(F)cc(F)c1)CCCC2	9%

Screens deposited in PubChem BioAssay by National Center for Advancing Translational Sciences (NCATS).
